CHRM1 antagonist: human CHRM1 antagonism | CHO-K1 hM1, Fluo-8 calcium fluorescence, ACh EC80 antagonist | AID 588852 | P11229 | 360,000 tested, 1.3% active | inhibition, % at 3 µM;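 active = percent inhibition above its own plate's cutoff, namely the mean of that plate's compound wells plus 3 SD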;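 note: peak over basal fluorescence ratio during 140 s after agonist addition; 0% = ACh EC80 plus DMSO and 100% = DMSO alone without agonist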
TAAR1 ag: human TAAR1 agonism | activation, % at 3 µM | 360,000 tested, 0.99% active | AID 624467 | CHO RD-HGA16 TAAR1, Fluo-8 calcium fluorescence; vehicle wells 0%, saturating PEA agonist 100% | Q96RJ0;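 active = activation above the mean activation of all test compounds in the run plus 3 SD, cut at about 38% in these data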
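System: CHO RD-HGA16 cells carrying human TAAR1 plus Gα16; Incubation: 17-24 h seeding, 75 min 37 °C dye, 30 min RT; Measured by: Fluo-8 fluorescence, 5 s baseline then 140 s kinetic read; Control set: DMSO and PEA EC100; Replication: single well for each compound.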
CHRM1 agonist: human M1 muscarinic receptor agonism | P11229 | CHO-K1 hM1, Fluo-8 calcium fluorescence, agonist mode; 0% DMSO, 100% acetylcholine EC100 | activation, % at 3 µM | 360,000 tested, 0.33% active | AID 588814;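 active = activation above the run's mean compound activation plus 3 SD, cut at about 16% in these data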;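 note: peak over basal fluorescence ratio within a 140 s kinetic read after compound addition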
CHRM5 antagonist: CHRM5 antagonism in calcium assay. 360,000 tested, 0.59% active. P08912. CHO-hM5 cells, Fluo-8 calcium fluorescence, ACh EC80. inhibition, % at 3 µM;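 active = inhibition above a per-plate cutoff, the mean of that plate's test compounds plus 3 SD, cut at about 27% in these data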;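 note: 0% = acetylcholine EC80 with DMSO and 100% = DMSO without agonist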
Target sequence (P08912 whole entry, looked up): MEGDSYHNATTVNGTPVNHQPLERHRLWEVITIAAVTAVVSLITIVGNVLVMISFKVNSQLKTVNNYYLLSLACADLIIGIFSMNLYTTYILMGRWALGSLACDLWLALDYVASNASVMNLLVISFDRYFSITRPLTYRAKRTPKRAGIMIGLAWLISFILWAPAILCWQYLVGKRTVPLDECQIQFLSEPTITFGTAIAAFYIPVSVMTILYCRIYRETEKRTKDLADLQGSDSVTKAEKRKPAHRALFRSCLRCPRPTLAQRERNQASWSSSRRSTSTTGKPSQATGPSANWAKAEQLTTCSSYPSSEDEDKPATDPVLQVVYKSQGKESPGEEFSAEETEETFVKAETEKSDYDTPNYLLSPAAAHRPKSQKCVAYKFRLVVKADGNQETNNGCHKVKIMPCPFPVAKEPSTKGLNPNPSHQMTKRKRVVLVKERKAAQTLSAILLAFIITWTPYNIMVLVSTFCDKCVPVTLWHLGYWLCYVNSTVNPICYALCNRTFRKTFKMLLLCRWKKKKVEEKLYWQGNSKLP
CHRM5 PAM: CHRM5 positive allosteric modulation | CHO-K1 hM5, Fluo-8 calcium, ACh EC20 PAM; 0% = ACh EC20, 100% = ACh EC100 | activation, % at 3 µM | 360,000 tested, 0.3% active | AID 624038;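 active = activation above the run cutoff, the mean activation of all test compounds plus 3 SD, cut at about 18% in these data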
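System: CHO-K1 hM5 cells. Reagent: acetylcholine, EC20 level. Compound dosing: single dose, 3 µM nominal final test concentration. Timing: Post-acetylcholine fluorescence recording 140 s. Detection: Fluo-8 calcium fluorescence. Read-out: % activation, ACh-normalized. Benchmarks: ACh EC20 and EC100 wells. Repeats: singlicate, one well per test compound.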
M1 PAM: potentiates human M1 receptor response to acetylcholine. AID 588819. CHO-K1 hM1, Fluo-8 calcium fluorescence, ACh EC20; 0% = ACh EC20, 100% = maximal ACh. activation, % at 3 µM. P11229. 360,000 tested, 0.088% active; in the data active = activation above about 19%, passing the limit was not always enough
CHRM5 agonist: agonists of human muscarinic M5 receptor (CHRM5); activation, % at 3 µM; P08912; AID 624037; 360,000 tested, 0.19% active; CHO-K1 hM5 cells, Fluo-8 calcium fluorescence; 0% DMSO wells, 100% maximal acetylcholine response;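 active = activation above the run's mean over test compounds plus 3 SD, cut at about 23% in these data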;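 note: signal is peak over basal fluorescence ratio across the kinetic read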
CHRM4 antagonist: antagonists of human muscarinic M4 receptor (CHRM4); P08173; CHO-hM4 cells, ACh EC80, Fluo-8 calcium fluorescence; inhibition, % at 3 µM; 360,000 tested, 0.73% active;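 active = inhibition above its plate's cutoff, the mean inhibition of sample wells plus 3 SD, cut at about 27% in these data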;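 note: 0% = acetylcholine EC80 with DMSO and 100% = DMSO without agonist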
Target sequence (P08173 whole entry, looked up): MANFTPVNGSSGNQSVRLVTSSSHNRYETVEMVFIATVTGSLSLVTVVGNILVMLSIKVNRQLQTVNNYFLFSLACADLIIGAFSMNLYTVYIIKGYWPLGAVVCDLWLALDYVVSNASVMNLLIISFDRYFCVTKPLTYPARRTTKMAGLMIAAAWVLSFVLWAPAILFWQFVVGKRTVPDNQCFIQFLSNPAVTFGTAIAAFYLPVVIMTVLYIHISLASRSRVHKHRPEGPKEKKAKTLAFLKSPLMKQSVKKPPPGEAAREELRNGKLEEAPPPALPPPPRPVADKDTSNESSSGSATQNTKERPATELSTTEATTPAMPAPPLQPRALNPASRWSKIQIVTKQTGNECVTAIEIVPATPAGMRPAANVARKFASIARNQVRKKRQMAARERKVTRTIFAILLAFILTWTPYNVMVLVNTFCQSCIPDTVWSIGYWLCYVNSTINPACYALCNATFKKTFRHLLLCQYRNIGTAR
CHRM4 agonist: agonists of human muscarinic M4 receptor (CHRM4); CHO-K1 hM4/Gqi5, Fluo-8 calcium fluorescence; vehicle 0%, full acetylcholine response 100%; activation, % at 3 µM; 360,000 tested, 0.14% active; AID 624127;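 active = activation above the run mean over all test wells plus 3 SD, cut at about 32% in these data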;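 note: peak over basal fluorescence ratio per well then scaled between controls; 0% = DMSO wells and 100% = acetylcholine at EC100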
* = called active by the depositor; . = not tested or not shown. Some of the compounds tested; rates above refer to the full screens.

SMILES	CHRM1 antagonist	TAAR1 ag	CHRM1 agonist	CHRM5 antagonist	CHRM5 PAM	M1 PAM	CHRM5 agonist	CHRM4 antagonist	CHRM4 agonist
CC(C)(C)CN1C(N)=NC[C@H]1Cc1ccc(O)cc1	11	9	0	-2	10	-2	0	11	1
COc1ccc(Oc2nc(C)nc3c2oc2ccccc23)cc1	-1	12	-5	-2	0	3	-1	4	-1
COc1ccc(-c2cccc(NC(=O)COc3ccc(Cl)cc3)c2)nn1	-6	.	1	15	-10	1	-1	1	16
CCOC(=O)NC(NCc1ccccc1)(C(F)(F)F)C(F)(F)F	-13	4	-5	-9	-1	6	-1	-11	2
Cc1nc(/N=C\N(C)C)sc1C(=O)Nc1ccccc1	-5	1	-2	2	-1	10	-1	6	1
Cc1ccc(C(=O)N2CCN(C(=O)c3ccco3)CC2)cc1NC(=O)c1ccco1	-9	2	-8	-10	1	17	-4	4	1
O=S(=O)(Nc1c(S(=O)(=O)c2ccccc2)c2nc3ccccc3nc2n1C1CCCCC1)c1ccccc1	0	5	6	-1	9	18	9	4	2
N#CCCN1CCN(S(=O)(=O)c2ccc(S(=O)(=O)NCC3CCCO3)cc2)CC1 (stereo not drawn)	-9	1	-2	-1	-2	1	0	2	0
CN(C)S(=O)(=O)c1ccc(NC(=O)c2ccc(Br)o2)cc1	3	.	-5	-7	-1	-2	-1	-13	9
CC(C)(C)NC(=O)C(c1ccc(O)cc1)N(Cc1ccco1)C(=O)Cn1nnc(-c2cccs2)n1 (stereo not drawn)	8	1	-4	8	-11	0	1	-1	5
COc1ccccc1N1CCN(C(=O)c2nn(-c3ccccc3OC)c(=O)c3ccccc23)CC1	-34	14	-2	9	-3	1	-1	-18	6
COc1ccc(N2CCN(C(=O)COC(=O)[C@@H](NC(=O)c3ccccc3Cl)C(C)C)CC2)cc1	-2	2	0	3	-1	5	2	-3	6
COc1ccccc1-c1cc(C(=O)Nc2sc3c(c2C#N)CCC(C)C3)c2ccccc2n1 (stereo not drawn)	-3	8	-2	-6	-8	9	-5	5	0
OCC[C@H]1C[C@H](O)[C@@H](O)[C@]2(CCCO2)O1	-8	3	-2	6	1	15	3	5	3
COC(=O)c1sc(NC(=O)c2cc(C)on2)nc1C	2	0	-2	9	-8	2	-3	-7	0
O=C(COC(=O)c1ccc([N+](=O)[O-])o1)Nc1ccc(N2CCOCC2)cc1	-4	4	-2	8	-2	6	3	7	2
O=C(CC1C(=O)NCCN1C(=O)c1ccc(F)cc1)OCc1ccccc1 (stereo not drawn)	-25	1	-2	-3	1	-2	-3	5	1
CCOC(=O)c1cc2ccccc2n1C1CCN(C)CC1	.	11	.	2	0	.	-4	4	5
CSc1cccc(NC(=O)CCCOc2cc(=O)n(C)c3ccccc23)c1	-18	2	-4	-7	5	8	2	-1	3
Cc1cc(-c2nc3cc(F)ccc3s2)ccc1N	-15	2	-3	2	4	18	2	-1	3
FC(F)(F)C1=Nc2cccc3cccc(c23)N1	-13	2	1	10	6	3	-10	-16	-1
CSc1nnc(C)c(/C=C/NOCc2cccc(F)c2)n1	-6	4	-13	-1	0	10	-2	-1	2
O=[N+]([O-])c1cccc(CN2CCCCCC2)c1	-9	1	-9	6	6	8	-8	6	1
O=C(CS(=O)(=O)c1ccccc1)Nc1ccc(N2CCOCC2)cc1	-16	9	-4	-8	1	8	-4	-1	1
COc1ccc(C(=O)Nc2ccc(C(=O)c3ccccc3)cc2)cc1	34	12	-1	22	-25	-14	-4	19	16

Filtered by structure: the compounds so far with a furan ring, fused or not (five)
SMILES	CHRM1 antagonist	TAAR1 ag	CHRM1 agonist	CHRM5 antagonist	CHRM5 PAM	M1 PAM	CHRM5 agonist	CHRM4 antagonist	CHRM4 agonist
COc1ccc(Oc2nc(C)nc3c2oc2ccccc23)cc1	-1	12	-5	-2	0	3	-1	4	-1
Cc1ccc(C(=O)N2CCN(C(=O)c3ccco3)CC2)cc1NC(=O)c1ccco1	-9	2	-8	-10	1	17	-4	4	1
CN(C)S(=O)(=O)c1ccc(NC(=O)c2ccc(Br)o2)cc1	3	.	-5	-7	-1	-2	-1	-13	9
CC(C)(C)NC(=O)C(c1ccc(O)cc1)N(Cc1ccco1)C(=O)Cn1nnc(-c2cccs2)n1 (stereo not drawn)	8	1	-4	8	-11	0	1	-1	5
O=C(COC(=O)c1ccc([N+](=O)[O-])o1)Nc1ccc(N2CCOCC2)cc1	-4	4	-2	8	-2	6	3	7	2

Next section:
SMILES	CHRM1 antagonist	TAAR1 ag	CHRM1 agonist	CHRM5 antagonist	CHRM5 PAM	M1 PAM	CHRM5 agonist	CHRM4 antagonist	CHRM4 agonist
COc1ccc(NC(=S)N(Cc2ccccn2)Cc2ccccc2Cl)cc1	-8	5	0	5	7	10	1	3	3
c1ccc(Cc2noc(CN3CCCN(C4Cc5ccccc5C4)CC3)n2)cc1	100*	6	-6	32*	-31	-24	-12	51*	15
O=c1c(/C=N/N2CCOCC2)c(C(F)(F)F)[nH]n1-c1ccccc1	14	4	-3	-9	-1	-6	1	4	1
CC(=O)NC(Cc1c[nH]c2ccccc12)C(=O)NCc1ccc2c(c1)OCO2 (stereo not drawn)	3	5	-2	-12	9	7	3	4	1
CCOC(=O)c1ccc(NC(=O)c2nc[nH]c2C(=O)N[C@@H](Cc2ccccc2)C(=O)OC(C)(C)C)cc1	1	8	0	9	-10	6	5	3	1
O=C(COC(=O)Cc1ccccc1F)Nc1cccc(S(=O)(=O)NC2=NCCCCC2)c1	-13	8	-12	-8	0	8	-6	0	4
CCOC(=O)C1CCN(C(=S)Nc2ccc(Cl)cc2C)CC1	-7	14	-5	-9	14	9	2	-4	1
CC(NC(=O)Cc1ccc(NS(=O)(=O)c2cccc(C(F)(F)F)c2)cc1)c1ccccn1 (stereo not drawn)	11	-3	-11	17	-7	-1	-3	-4	1
CCOc1ccc(N2CC(C(=O)N3CC(C)OC(C)C3)CC2=O)cc1 (stereo not drawn)	-6	16	1	4	2	14	-2	-13	1
Cc1csc(NC(=O)CSc2nnc(-c3ccoc3C)n2CCc2ccccc2)n1	3	9	-4	3	-9	2	-9	7	2
COC(=O)c1ccccc1Nc1ccnc(Cl)n1	-10	0	-5	8	-5	7	-4	-8	0
C/C=C/n1ccnc1CC(O)(c1ccccc1)c1ccc(C)cc1 (stereo not drawn)	-22	2	-6	-10	15	10	-11	-5	0
COc1ccc(C(=O)COC(=O)CCN2C(=O)C3CC=CCC3C2=O)c(OC)c1 (stereo not drawn)	-7	8	0	-2	-6	5	2	-15	9
CC#CCCc1nc2ccccc2c(=O)n1N	-2	1	-2	0	1	3	1	-2	0
CCOc1ccc(NC(=O)CN(C)C(=O)c2ccccc2OCc2c(C)noc2C)cc1OCC	-6	1	-4	7	0	9	-3	-6	2
O=C(NCc1ccco1)c1ccc(CS(=O)Cc2ccc(Cl)cc2)o1 (stereo not drawn)	-10	1	-2	14	-6	5	-4	6	1
CC(C)NS(=O)(=O)c1ccc(OCC(N)=O)c(Cl)c1	5	11	-3	5	9	-2	-3	-5	1
CN(C)S(=O)(=O)c1ccc(C(=O)OCC(=O)Nc2sc3c(c2C#N)CCCCC3)cc1	3	1	-6	3	-3	-1	-4	7	1
S=c1[nH]nc(-c2ccccc2Br)n1Cc1ccccc1	3	-2	-5	0	12	9	-4	0	-1
COCCNC(=S)N1CCC(C(=O)c2ccc(F)cc2)CC1	-18	3	3	-3	6	18	3	-10	3
O=C(COc1ccc(C(=O)Nc2ccc(Cl)cc2)cc1)NCc1ccccc1	-4	0	-5	2	-5	2	-1	12	1
COc1ccc(OC)c(C=NNC(=O)c2ccc(NS(=O)(=O)c3cccs3)cc2)c1	-16	1	-4	-6	1	7	0	-12	1
O=C1CCC(=O)N1c1nc2n(n1)C(c1ccccc1)C=C(c1ccc(Br)cc1)N2 (stereo not drawn)	1	14	-2	-1	1	4	4	6	1
CC1CCCC(C)N1/N=C/c1ccccc1F (stereo not drawn)	-5	4	-5	-6	3	5	-1	-20	2
CN(C)c1cccc(Oc2nc3c(c(=O)n(C)c(=O)n3C)n2C)c1	-23	0	-3	1	2	18	3	2	0

Further compounds follow.
SMILES	CHRM1 antagonist	TAAR1 ag	CHRM1 agonist	CHRM5 antagonist	CHRM5 PAM	M1 PAM	CHRM5 agonist	CHRM4 antagonist	CHRM4 agonist
C=CCc1cccc(/C=N/n2c(C)nnc2C)c1O	-5	1	-2	-2	3	6	0	14	0
c1ccc2c(c1)CNc1ccccc1-2	-13	-1	-5	5	8	2	-9	1	0
COc1ccc(-n2c(SCC(N)=O)nnc2-c2ccccc2F)cc1	5	-1	-4	4	-3	-3	1	-4	0
Cc1nc2cc3nc(C(F)(F)F)[nH]c3cc2[nH]1	7	1	-5	5	-3	0	-2	-6	1
COc1ccc(C2CC(c3ccccc3)=NN2C(=O)COC(=O)CNC(=O)c2ccccc2)cc1 (stereo not drawn)	-8	32	1	2	-5	8	2	-4	3
C=CCn1c(SCC(=O)Nc2ccc(C(=O)O)cc2)nc2sc(C)c(C)c2c1=O	-3	5	-2	5	2	11	3	-9	0
CCN=C1S/C(=C\c2cn(CC(=O)NCc3ccco3)c3ccccc23)C(=O)N1CC	-5	14	-5	15	-3	4	0	0	10
O=C(N1CCN(c2ccccc2)CC1)C(F)(F)C(F)(F)F	3	6	-4	7	-8	2	-2	-4	0
Cc1cc(Cl)ccc1OCC(=O)N(Cc1ccco1)C1CCS(=O)(=O)C1 (stereo not drawn)	-3	1	0	7	-5	5	2	11	9
Cc1ccc(C)c(NC(=S)N/N=C/C(C)c2ccccc2)c1 (stereo not drawn)	3	0	-7	9	-9	-2	-9	-9	9
CC(C)c1cccc(-c2csc(C(O)c3ccc(F)cc3)n2)c1 (stereo not drawn)	1	0	-2	-3	0	4	-1	-12	0
CCOC(=O)N1CCC(NC(=O)c2ccc3snnc3c2)CC1	7	1	-5	11	-13	-7	3	-9	17
CCCc1cc(C(=O)O)c2ccccc2n1	5	.	-3	4	-6	-3	1	4	-1
Cc1cc(NC(=O)CCC(=O)N(CC(=O)NC2CCCC2)Cc2ccccc2Cl)no1	-3	2	-3	-6	1	3	-2	4	0
O=c1cc(-c2ccccc2)oc2ccc(O)cc12	-10	-1	-3	5	5	10	-2	-4	1
COc1ccccc1NC(=O)Cn1cnc2c1c(=O)n(C)c(=O)n2C	-15	8	1	8	-4	2	-2	7	2
COc1ccc(-c2c(C)nn3c(N4CCC5(CC4)OCCO5)cc(C)nc23)cc1OC	4	-1	-3	-7	3	4	-1	-2	-1
CCCN(CC(=O)Nc1ccccc1C)C(=O)c1ccc(N2CCOCC2)c([N+](=O)[O-])c1	4	1	-1	5	-4	3	3	1	1
COc1cc(OC)cc(-c2sc3ccc(OC)cc3c2-c2ccc(OCCN3CCOCC3)cc2)c1	5	.	0	-4	0	5	1	2	4
CCN1C=C(C(=O)OC)C(c2cccc(OC)c2OC)C(C(=O)OC)=C1	-11	0	-3	-4	14	9	-4	-3	0
O=C(Nc1ccccc1N1CCCCC1)c1cccc(Cl)c1	-9	0	-4	-1	-3	8	0	-1	-1
